HTR1A agonist = 5-HT1a (human) receptor agonism. P08908. CHO 5-HT1a Ga15 NFAT-bla reporter, FRET ratio; 0% basal, 100% maximal reference agonist. activation, % at 10 µM. 0.56% of 65,000 active. AID 567;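 active means activation above the screen-wide mean activation plus 3 SD, cut at about 19% in these data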;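 further: 0% = DMSO wells and 100% = 5-CT at EC100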
HTR1E agonist = agonists of human 5-HT1E serotonin receptor | 0.69% of 65,000 active | CHO 5-HT1E Ga15 NFAT-bla reporter, FRET; 0% DMSO wells, 100% control agonist wells | activation, % at 6 µM | P28566;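 active means activation above a set limit, the screen-wide mean activation plus 3 SD, cut at about 8.5% in these data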;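 further: 100% = positive control agonist at 1 µM giving full maximal response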
Target sequence (P28566 whole entry, looked up): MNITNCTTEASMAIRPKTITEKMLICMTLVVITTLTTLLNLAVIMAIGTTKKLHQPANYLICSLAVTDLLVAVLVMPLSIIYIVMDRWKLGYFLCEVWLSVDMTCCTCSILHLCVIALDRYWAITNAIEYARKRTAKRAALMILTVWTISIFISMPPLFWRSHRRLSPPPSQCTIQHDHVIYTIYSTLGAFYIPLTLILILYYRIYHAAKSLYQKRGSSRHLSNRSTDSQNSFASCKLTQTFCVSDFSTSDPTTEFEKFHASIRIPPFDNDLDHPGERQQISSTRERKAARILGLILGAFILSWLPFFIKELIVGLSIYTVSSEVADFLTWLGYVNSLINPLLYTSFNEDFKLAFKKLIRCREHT
5-HT1A blocker = 5-HT1a (human) receptor antagonism | P08908 | CHO 5-HT1a Ga15 NFAT-bla reporter, antagonist mode | inhibition, % at 10 µM | 0.68% of 62,000 active | AID 612;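 active means inhibition above the mean of all tested compounds plus 3 SD, cut at about 43% in these data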;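 further: receptor stimulated by 5-CT agonist at 100 nM near EC80; beta-lactamase reporter measured by ratiometric fluorescence of a cleavable substrate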
S1P3 agonist = agonists of human S1P3 receptor; S1P3 NFAT-BLA reporter cells, agonism, FRET ratio; relative to 1 µM S1P, basal subtracted; activation, % at 4.5 µM; 0.1% of 60,000 active;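 active means activation above the screen-wide mean plus 3 SD, cut at about 4.5% in these data, passing the limit was not always enough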; further: some compounds called inactive have numbers as strong as hits
Target sequence (Q99500 whole entry, looked up): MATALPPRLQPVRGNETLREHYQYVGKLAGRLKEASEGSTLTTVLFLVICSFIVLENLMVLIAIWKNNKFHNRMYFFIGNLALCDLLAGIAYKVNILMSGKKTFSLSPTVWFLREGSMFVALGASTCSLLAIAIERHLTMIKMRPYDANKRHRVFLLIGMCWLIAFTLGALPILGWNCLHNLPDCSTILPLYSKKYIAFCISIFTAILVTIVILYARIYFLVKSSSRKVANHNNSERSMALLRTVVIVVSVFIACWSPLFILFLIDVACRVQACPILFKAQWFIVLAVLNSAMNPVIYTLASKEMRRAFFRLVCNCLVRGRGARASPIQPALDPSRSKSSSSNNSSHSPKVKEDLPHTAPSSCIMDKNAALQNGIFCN
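material = human S1P3 NFAT-BLA reporter CHO cells | schedule = 4 h compound at 37 °C, 2 h substrate at RT | measured by = fluorescent BLA substrate, ex 405 nm, em 460/535 nm ratio | controls = 1 µM S1P reference | replication = primary once, confirmation triplicate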
Jurkat viability = cytotoxicity toward Jurkat cells. Jurkat E6.1 viability, ATP luminescence, 48 h. inhibition, % at 4 µM. 1.2% of 56,000 active. AID 463;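 active means inhibition above the mean inhibition of all tested compounds plus 3 SD, cut at about 28% in these data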
M1 antagonist = antagonists of rat M1 muscarinic receptor; P08482; CHO-M1 cells, Fluo-4 calcium, ACh EC80 antagonist mode; hits give low values; B-score at 10 µM; 3.4% of 64,000 active;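 active means calcium fluorescence response, raw or row-and-column corrected B-score, differing from the plate sample mean either way at a set confidence level, mostly lower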
S1P1 ag-PAM = agonists and agonism potentiators of human S1P1 receptor; P21453; S1P1 CRE-bla cells, forskolin, beta-lactamase FRET, potentiator mode; S1P1 agonist co-added at EC20, 2 nM; 100% = saturating reference agonist, 0% = basal; activation, % at 9.5 µM; 0.57% of 56,000 active;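 active means activation above a cutoff set at the mean activation of all tested compounds plus 3 SD, cut at about 54% in these data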;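 further: forskolin at 4 µM as EC80 and the EC20 agonist is SEW2871; 100% = SEW2871 at its EC100 plus forskolin at EC80; some compounds past the cut are filed as inactive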
HTR1E antagonist = antagonists of human 5-HT1E serotonin receptor. P28566. CHO 5-HT1E Ga15 NFAT-bla reporter, FRET, antagonist. inhibition, % at 6 µM. 0.99% of 65,000 active;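 active means inhibition above a set limit, the mean inhibition across every tested compound plus 3 SD, cut at about 29% in these data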;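 further: signal is the 460 over 535 nm emission ratio of beta-lactamase substrate; 0% = agonist plus DMSO wells and 100% = wells without agonist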
M1 agonist = agonists of M1 muscarinic receptor; CHO-M1 cells, Fluo-4 calcium fluorescence, agonist mode; hits give high values; B-score at 10 µM; 3% of 64,000 active;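 active means fluorescence rise, raw or as B-score row- and column-corrected plate score, outside the 99.7% band of its plate's samples, either direction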
* = called active by the depositor; / = not tested or not shown.

SMILES	HTR1A agonist	HTR1E agonist	5-HT1A blocker	S1P3 agonist	Jurkat viability	M1 antagonist	S1P1 ag-PAM	HTR1E antagonist	M1 agonist
O=C(Nc1cccc(OC(F)(F)F)c1)c1ccc(Br)o1	0.0	0.3	17	-1.2	1	-0.18	4	0	1.1
NS(=O)(=O)c1ccc(NC(=O)c2ccccc2C(=O)N2CCCCC2)cc1	-0.5	-0.7	-5	-0.3	-4	-0.68	-5	-4	1.3
Cc1noc(C)c1S(=O)(=O)N1CCC(C(=O)N2CCN(C3CCCC3)CC2)CC1	2.3	-0.5	-12	/	/	0.29	/	2	-0.91
N#Cc1nc(-c2cccs2)oc1NCc1ccc(Cl)cc1	-2.2	0.3	8	-0.7	4	-0.27	-5	4	-0.0097
CCn1c(-c2cc(OC)c(OC)c(OC)c2)n[nH]c1=S	-1.5	-0.8	1	0.0	-4	-0.038	1	-10	-0.091
O=C(OCCN1C(=O)c2ccccc2C1=O)c1cnccn1	-0.9	-1.1	-1	-0.9	-2	-0.7	2	-14	1.4
COc1ccc(OC)c(C(c2nnnn2CC2CCCO2)N2CCN(C3CCCC3)CC2)c1 (configuration not stated)	3.3	0.4	3	-1.7	0	0.74	-20	-12	0.81
O=C(Nc1sc2c(c1C(=O)NC1CCCCC1)CCC2)c1ccco1	4.5	-0.6	10	-1.3	7	-0.9	0	17	0.33
Cc1ccccc1NC(=O)C1CCCN1S(=O)(=O)c1cccc2cccnc12 (configuration not stated)	-3.4	-0.2	11	-1.1	-1	0.013	-16	12	-0.011
Cc1[nH]n(C(C)(C)C)c(=O)c1Sc1ccccc1	-3.5	0.2	10	-0.7	-1	-0.67	0	-9	0.56
NC(=O)c1oc2ccccc2c1NC(=O)CN1CCCCC1	0.9	0.2	1	-1.3	4	0.17	1	-5	0.13
COCCn1nnnc1C(c1ccc(OC)cc1OC)N1CCN(c2ccccc2F)CC1 (configuration not stated)	1.2	1.9	-6	-0.3	5	0.017	5	-5	0.78
COc1ccc(C(=O)Nc2ccccc2C(=O)NCc2ccco2)cc1OC	-2.2	-0.3	-4	0.2	-1	-0.87	-42	13	6.6*
CCSc1ccccc1C(=O)Nc1cccc(OC)c1	-3.4	-0.9	9	-1.0	-2	-0.55	15	-7	0.95
CCOC(=O)c1ccc(NC(=O)CSc2nnc(CNC(=O)c3c(F)cccc3Cl)o2)cc1	-0.3	0.6	-2	/	/	-0.079	/	-4	0.074
CCCCCCC1CC(CSc2ncn[nH]2)OC1=O (configuration not stated)	-1.7	-0.7	-8	-0.1	-1	-0.32	-4	-4	0.045
CCOC(=O)C(CC)Sc1nc2c(c(=O)[nH]c(=O)n2C)n1C/C=C(/C)Cl (configuration not stated)	-1.8	0.4	-11	-0.9	5	0.021	9	1	1.4
Cc1ccc(C)c(NS(=O)(=O)c2cc(Br)cnc2N)c1	-1.0	-0.8	-2	3.2	0	-1.6	-14	-4	0.75
c1ccc(Nc2nc(-c3ccncc3)cs2)nc1	-3.1	0.4	8	-0.1	5	0.25	-41	4	0.64
CCCC(=O)Nn1cnc2c(c1=O)C1(CCCC1)Cc1ccccc1-2	2.9	-1.0	/	-4.3	/	-0.59	16	6	0.59
CCOc1ccc2cc(C#N)c(SCC(=O)N3CCC(C)CC3)nc2c1	1.8	0.1	-10	1.1	-4	0.00084	-1	-15	0.42
O=C(NCc1ccccc1)NC1CCCCC1	-2.2	0.0	2	-0.1	-2	0.49	16	-6	-1.4
c1ccc(C(Cc2nc(-c3ccncc3)no2)c2ccccc2)cc1	-0.8	-0.9	37	42*	58*	-0.058	/	4	-1.2
C=C(C)COc1ccc(-c2n[nH]c(C)c2Oc2ccccc2OC)c(O)c1	-0.4	-0.7	28	-0.2	-2	0.38	25	7	0.16
CCN(CC)CCOC(=O)c1cccc(Br)c1	0.1	11*	14	-0.8	1	-4.4*	18	1	0.17
Cc1csc(NC(=O)c2ccccc2C(=O)O)n1	-2.0	1.5	3	-0.4	-4	-3*	0	-3	-0.17
COc1cccc2c(=O)cc(C)n(CC(=O)Nc3ccc(C)c(C)c3)c12	-1.9	-0.1	6	-0.7	32	0.84	41	-6	-0.57
COc1ccc(-n2c(C)c(C(C)=O)c3cc(O)ccc32)cc1	-3.0	-0.1	/	-4.1	/	0.18	76*	25	-0.012
COc1ccc(N2C(=O)CSC23C(=O)Nc2ccccc23)cc1OC (configuration not stated)	-5.0	0.4	-7	-0.8	-3	0.32	-1	3	-0.31
COC(=O)n1c(=O)oc2cc(S(=O)(=O)N3CCCCC3)ccc21	-2.2	-0.5	6	-1.2	5	-0.96	-8	-2	-0.67
COc1ccccc1-n1cnnc1SCC(=O)c1cc(C)n(Cc2cccs2)c1C	-1.5	0.1	-4	-0.8	-5	-1.6	0	-5	2
COc1ccccc1S(=O)(=O)Cc1ccc(C(=O)NCCN(C)C)o1	-0.1	0.5	-5	0.5	5	0.26	-9	-5	0.43
CCCCNC(=O)c1ccc(NS(=O)(=O)c2ccccc2)cc1	-1.7	0.9	0	-1.2	4	0	-15	-7	-0.5
COCCNC(=O)c1c[nH]c2ccc(OC)cc2c1=O	0.1	-0.5	-12	0.2	0	0.017	7	-4	1.6
O=C(Cn1cc2c(n1)CCCCC2)N1CCCCC1	-0.7	-1.4	15	-0.9	2	-0.036	-8	-2	-0.019
CCOC(=O)c1ccc(NS(=O)C23CC4CC(CC(C4)C2)C3)cc1 (configuration not stated)	0.2	-1.1	15	-1.9	0	-1.6	-24	4	0.19
Cn1c(=O)c2c3c(sc2n2c(SCC(=O)c4ccccc4)nnc12)COC(C)(C)C3	2.3	1.3	/	-3.8	/	-2.9*	2	-16	-0.78
CC(C)C(C(=O)NCc1ccco1)N(C(=O)CNS(=O)(=O)c1ccccc1)C1CCCC1 (configuration not stated)	-0.4	-0.9	19	0.1	-12	-0.021	21	3	1.2
Cc1ccc(NC(=O)CCC(=O)OCC(F)(F)C(F)F)cc1	-1.0	-0.5	-5	-0.9	-2	0.86	-11	6	-1.2
C=CCOc1ccc(Cl)cc1C(=O)O	-1.0	0.8	-7	0.2	-2	0.015	/	-2	0.043

Marked active in S1P1 ag-PAM, among the entries above:
Compound	HTR1A agonist	HTR1E agonist	5-HT1A blocker	S1P3 agonist	M1 antagonist	S1P1 ag-PAM	HTR1E antagonist	M1 agonist
COc1ccc(-n2c(C)c(C(C)=O)c3cc(O)ccc32)cc1	-3.0	-0.1	/	-4.1	0.18	76*	25	-0.012

Next entries follow.
SMILES	HTR1A agonist	HTR1E agonist	5-HT1A blocker	S1P3 agonist	Jurkat viability	M1 antagonist	S1P1 ag-PAM	HTR1E antagonist	M1 agonist
COc1ccc2c(C=Nc3c(C)n(C)n(-c4ccccc4)c3=O)c(O)n(Cc3ccco3)c(=O)c2c1	3.1	3.1	-20	0.0	5	-2.2*	-56	-14	9.5*
CCC(Sc1nc2c(c(=O)[nH]1)CCC2)C(=O)Nc1cccc(OC)c1 (configuration not stated)	1.4	0.8	-8	0.3	5	1.3	4	-5	0.78
CCCCCCn1cnc2c(c1=O)c1nc3ccccc3nc1n2/N=C/c1ccco1	5.9	-0.5	-26	0.2	1	-0.83	16	-8	-0.61
CCCc1[nH]nc2c1C(c1cccc(OC(=O)c3ccco3)c1)C(C#N)=C(N)O2 (configuration not stated)	-0.8	0.6	7	-0.7	3	-0.0036	-31	-12	-0.4
COc1ccccc1NC(=O)C1=C(C)NC2=C(C(=O)CCC2)C1c1ccc(C)o1 (configuration not stated)	-2.1	-0.2	9	0.9	-14	0.85	-3	-1	-0.69
O=c1c2cnn(-c3ccccc3Cl)c2ncn1Cc1cccnc1	-1.6	-0.2	-6	0.9	-1	0.86	-10	1	-0.58
Cc1cc(C)c2nc(SCC#N)cc(C)c2c1	-1.1	0.1	2	-0.1	8	-0.39	-21	-2	0.56
COc1ccc(C(N)=O)cc1N	-2.1	0.6	2	-1.2	8	-1.1	-11	-10	-1.1
Cn1c(Cn2c(=O)sc3ccccc32)nnc1SCC(=O)Nc1ccc(F)cc1	-1.8	-0.1	-5	-0.3	1	0.19	14	-8	0.39
Cc1ccc(C)c(NC(=O)CSc2nnc(-c3ccco3)o2)c1	-1.8	0.9	-1	/	/	0.24	/	-14	0.39
CN1CCc2c(sc3c2C(=O)NC(/C=C/c2ccco2)N3)C1 (configuration not stated)	-1.0	1.7	-8	-0.3	-3	0.89	-21	0	-1.3
O=C(c1ccc(Cn2cc(Cl)cn2)o1)N1CCN(Cc2ccc3c(c2)OCO3)CC1	-3.3	-0.6	-9	3.1	7	0.61	-13	-1	0.27
Cc1ccc(C)c(Cn2c(=O)n(CCC(=O)NCc3ccco3)c(=O)c3sccc32)c1	-1.6	0.2	22	-0.8	1	0.36	17	8	0.57
CN(C)c1nc(N)nc(CSc2nnnn2C)n1	-3.0	-0.6	-10	-0.5	2	0.88	5	-4	1.1
O/N=C(\Cc1cscn1)c1ccc(O)cc1O	-1.4	-0.5	-1	-1.2	5	1.1	-1	5	-1.3
Cc1ccc2c(c1)c1c(n2CC(O)CNC(CO)(CO)CO)CCCC1 (configuration not stated)	0.4	-0.1	-9	-1.0	1	0.53	2	-10	-0.2
COC(=O)c1c(-c2ccc(F)cc2)noc1N	-0.8	0.1	6	-0.3	2	0.61	0	0	1.1
CCOC(=O)c1c(NC(=O)CSc2nnnn2C)sc(CC)c1C	-1.9	-0.8	2	-0.4	16	0.79	-8	13	0.56
COCCNC(=O)CN(c1cc(C(F)(F)F)ccc1Cl)S(C)(=O)=O	-2.2	-0.5	5	-1.4	11	0.11	28	15	-0.048
COc1ccc(-c2nc(C#N)c(N3CCCCCC3)o2)cc1OC	0.4	0.8	11	0.1	5	-0.44	-11	14	0.79

An excerpt from above, limited to HTR1E antagonist, Jurkat viability and S1P1 ag-PAM:
molecule | HTR1E antagonist | Jurkat viability | S1P1 ag-PAM
CCC(Sc1nc2c(c(=O)[nH]1)CCC2)C(=O)Nc1cccc(OC)c1 (configuration not stated) | -5 | 5 | 4
CCOC(=O)c1c(NC(=O)CSc2nnnn2C)sc(CC)c1C | 13 | 16 | -8
Cc1ccc(C)c(NC(=O)CSc2nnc(-c3ccco3)o2)c1 | -14 | / | /
CCCCCCn1cnc2c(c1=O)c1nc3ccccc3nc1n2/N=C/c1ccco1 | -8 | 1 | 16
COc1ccc2c(C=Nc3c(C)n(C)n(-c4ccccc4)c3=O)c(O)n(Cc3ccco3)c(=O)c2c1 | -14 | 5 | -56
COc1ccc(-c2nc(C#N)c(N3CCCCCC3)o2)cc1OC | 14 | 5 | -11

Continuation:
SMILES	HTR1A agonist	HTR1E agonist	5-HT1A blocker	S1P3 agonist	Jurkat viability	M1 antagonist	S1P1 ag-PAM	HTR1E antagonist	M1 agonist
Cc1cc(=O)oc(C)c1C(=O)NC1CC(C)(C)NC(C)(C)C1	0.6	-0.3	/	-5.0	/	0.17	7	-4	-0.0049
CCCS(=O)(=O)c1cn2cccc(N)c2c1S(=O)(=O)CCC	-2.1	0.8	5	-0.1	-4	-0.14	1	-12	-0.39
COc1ccccc1CNC(=O)CCn1c(=O)oc2ccccc21	-1.1	1.0	-8	-0.8	-2	0.095	-10	11	0.93
O=c1cc(-c2ccccc2)nc(N2CCCCC2)[nH]1	0.0	0.1	-1	-0.4	-5	-0.17	-6	-1	-0.6

As entered above.
In S1P1 ag-PAM, `Cc1cc(=O)oc(C)c1C(=O)NC1CC(C)(C)NC(C)(C)C1` has the entry 7
In M1 agonist, `CCCS(=O)(=O)c1cn2cccc(N)c2c1S(=O)(=O)CCC` has the entry -0.39

Compound activity as filed in PubChem BioAssay.
